Screens deposited in PubChem by Johns Hopkins Ion Channel Center.
Kir21 block: inhibitors of mouse Kir2.1 inward-rectifier potassium channel | P35561 | HEK293-Kir2.1, FluxOR thallium flux fluorescence; stronger effect = lower value | B-score at 10 µM | 0.85% of 310,000 active | AID 1672;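 active = fluorescence ratio B-score at or below minus 3 SD of library scores, with starting-brightness B-score within 2 SD, cut at about -4.2 in these data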;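 note: channel flux triggered by added potassium and thallium sulfate stimulus; B-score of peak minus minimum fluorescence over baseline after thallium stimulus; more negative B-score means stronger Kir2.1 block with less thallium influx; some compounds called inactive have numbers as strong as hits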
KCNQ2 block: KCNQ2 channel blockers in CHO-K1 cells – cell-based, FluxOR thallium flux, B-score, primary screen (AID 2156) | B-score at 10 µM | 1.1% of 310,000 active | 20 min; stronger effect = lower value | O88943;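 active = fluorescence ratio B-score at most minus 3 library SDs, with starting brightness B-score within 2 library SDs, cut at about -5.5 in these data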
Target sequence (O88943 whole entry, looked up): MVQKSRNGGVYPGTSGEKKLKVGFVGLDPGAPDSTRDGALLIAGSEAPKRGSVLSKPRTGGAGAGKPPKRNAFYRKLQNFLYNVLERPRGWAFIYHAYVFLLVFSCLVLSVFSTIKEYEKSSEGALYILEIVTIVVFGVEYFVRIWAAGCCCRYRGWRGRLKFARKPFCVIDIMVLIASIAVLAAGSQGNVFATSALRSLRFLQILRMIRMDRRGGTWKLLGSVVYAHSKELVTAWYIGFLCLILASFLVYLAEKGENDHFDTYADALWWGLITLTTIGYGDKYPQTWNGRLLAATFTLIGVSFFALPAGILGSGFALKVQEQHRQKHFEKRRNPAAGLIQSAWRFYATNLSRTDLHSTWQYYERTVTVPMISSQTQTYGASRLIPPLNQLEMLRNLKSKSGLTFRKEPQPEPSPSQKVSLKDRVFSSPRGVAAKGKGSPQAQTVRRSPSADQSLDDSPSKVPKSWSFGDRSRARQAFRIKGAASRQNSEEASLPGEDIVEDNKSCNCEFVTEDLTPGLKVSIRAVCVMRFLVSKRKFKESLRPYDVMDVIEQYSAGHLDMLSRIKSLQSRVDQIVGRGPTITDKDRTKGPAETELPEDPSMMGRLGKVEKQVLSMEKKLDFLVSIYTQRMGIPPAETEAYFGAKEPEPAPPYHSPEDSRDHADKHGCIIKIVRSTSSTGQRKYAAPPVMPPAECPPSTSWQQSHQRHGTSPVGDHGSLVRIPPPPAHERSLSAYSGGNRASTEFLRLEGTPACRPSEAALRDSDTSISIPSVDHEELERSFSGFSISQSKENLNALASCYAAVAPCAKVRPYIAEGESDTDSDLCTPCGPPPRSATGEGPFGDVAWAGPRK
* = called active by the depositor. Rows are unselected (roughly 1.9% active in at least one column).

Results for CN(C(=O)Nc1ccc(Cl)c(Cl)c1)c1ccccc1C(=O)O ?
Kir21 block: -0.43; KCNQ2 block: inactive

What do the screens show for `COc1ccc(-c2nnn(CC(=O)N(CCO)C(C(=O)NC3CCCC3)c3ccc(F)cc3)n2)cc1` (stereo not given)?
Kir21 block: -0.66; KCNQ2 block: inactive

How did CC(=O)NC(c1ccc(C)cc1)c1cc([N+](=O)[O-])c2cccnc2c1O (stereo not given) do in these assays?
Kir21 block: 0.02; KCNQ2 block: inactive

Results for CNC(=O)NNC(=O)c1nc(-c2ccccc2)c(C)o1 ?
Kir21 block: 1.7; KCNQ2 block: inactive

What do the screens show for `Cc1cc(O)c(C(C)C)cc1N=Nc1ccccc1C(=O)O`?
Kir21 block: -1.4; KCNQ2 block: inactive

Results for COC(=O)CNC(=O)c1ccccc1F ?
Kir21 block: 0.47; KCNQ2 block: inactive

What do the screens show for `O=C(O)C1CCN(c2ccccc2[N+](=O)[O-])CC1`?
Kir21 block: 1.1; KCNQ2 block: inactive

Results for O=[N+]([O-])c1ccc(O)c(C=Nc2ccc3c(c2)OCCO3)c1 ?
Kir21 block: 1; KCNQ2 block: inactive

How did Cc1ccc(CN2CCC(CNS(=O)(=O)c3ccc(-c4ccc(=O)[nH]n4)s3)CC2)cc1 do in these assays?
Kir21 block: -1.3; KCNQ2 block: inactive

Results for O=C(CNc1ccccc1Cl)N/N=C1\CCCc2ccccc21 ?
Kir21 block: 0.74; KCNQ2 block: inactive

Next part, overlapping the part above by 2 compounds.
How did Cc1ccc(CN2CCC(CNS(=O)(=O)c3ccc(-c4ccc(=O)[nH]n4)s3)CC2)cc1 do in these assays?
Kir21 block: -1.3; KCNQ2 block: inactive

Results for O=C(CNc1ccccc1Cl)N/N=C1\CCCc2ccccc21 ?
Kir21 block: 0.74; KCNQ2 block: inactive

What do the screens show for `Cc1cc(/C=C(\C#N)C(=O)NCc2ccco2)c(C)n1-c1cccnc1`?
Kir21 block: -0.02; KCNQ2 block: inactive

What do the screens show for `COc1ccc(Nc2nc(C)cc(C)c2C(N)=O)cc1OC`?
Kir21 block: 0.09; KCNQ2 block: inactive

What do the screens show for `Cc1c([N+](=O)[O-])c(N)nn1C`?
Kir21 block: 1.1; KCNQ2 block: inactive

Results for Brc1ccc(Nc2c3c(nc4ncnn24)CCC3)cc1 ?
Kir21 block: 0.66; KCNQ2 block: inactive

What do the screens show for `CC(=O)c1ccc(NC(=O)CSc2nc(C3CC3)nc3ccccc23)cc1`?
Kir21 block: 0.77; KCNQ2 block: inactive

What do the screens show for `Cc1ccc(-n2cc(CN3CCN(Cc4nccn4C)CC3)c(-c3ccc(F)cc3)n2)cc1`?
Kir21 block: -0.23; KCNQ2 block: inactive

Results for C=C(C)c1cccc(C(C)(C)NC(=O)Nc2ccc(C)cn2)c1 ?
Kir21 block: 1.4; KCNQ2 block: inactive

What do the screens show for `N#CCc1c(C#N)c(N)nc(N2CCCC2)c1C#N`?
Kir21 block: 1.2; KCNQ2 block: inactive

How did CC(C)N1CCc2c(sc(NC(=O)c3ccc(C(=O)c4ccccc4)cc3)c2C(N)=O)C1 do in these assays?
Kir21 block: -0.61; KCNQ2 block: inactive

How did CCOC(=O)c1nc(NCc2ccccc2F)c2ccccc2n1 do in these assays?
Kir21 block: -0.09; KCNQ2 block: inactive

How did C(=N\Nc1nc2ccccc2[nH]1)/c1ccccc1 do in these assays?
Kir21 block: 0.18; KCNQ2 block: inactive

How did O=C(NCCCN1CCOCC1)c1ccc(Sc2ccc(Br)cc2)c([N+](=O)[O-])c1 do in these assays?
Kir21 block: -0.9; KCNQ2 block: inactive

How did COc1ccc(-c2cc3ncc(-c4ccccc4)c(N)n3n2)cc1 do in these assays?
Kir21 block: 0.26; KCNQ2 block: inactive

Results for COc1cccc(C(=O)Nc2nc(-c3ccccc3)c(-c3ccccc3)o2)c1 ?
Kir21 block: 3.7; KCNQ2 block: inactive

Results for COc1ccc(OC)c(/C=C2\Oc3cc(OCC(=O)N4CC(O)C[C@H]4C(=O)O)ccc3C2=O)c1 (stereo not given in full) ?
Kir21 block: -1.2; KCNQ2 block: inactive

How did CC(NC(=O)CSc1ncccn1)c1ccc(Cl)cc1Cl (stereo not given) do in these assays?
Kir21 block: -1.1; KCNQ2 block: inactive

How did CCC(C)c1c(O)nc(SCC(=O)N2CCCCC2)[nH]c1=O (stereo not given) do in these assays?
Kir21 block: -0.9; KCNQ2 block: inactive

Results for CCN(CC)S(=O)(=O)c1ccc(C(=O)OCCNC(=O)c2cccnc2)cc1 ?
Kir21 block: 0.01; KCNQ2 block: inactive

What do the screens show for `Cc1ccccc1CSCc1ccc(C(=O)NCCCN2CCOCC2)o1`?
Kir21 block: 0.64; KCNQ2 block: inactive

Results for NC(=O)c1ccc(NC(=O)COC(=O)/C=C/c2ccc3c(c2)OCO3)cc1 ?
Kir21 block: 0.81; KCNQ2 block: inactive

How did N/C(=N\OC(=O)c1cccs1)c1cccc([N+](=O)[O-])c1 do in these assays?
Kir21 block: -0.69; KCNQ2 block: inactive

How did COc1cccc(-c2nc(CS(=O)(=O)CC(=O)Nc3cc(F)ccc3F)c(C)o2)c1 do in these assays?
Kir21 block: -1.5; KCNQ2 block: inactive

How did COc1cccc(NC(=O)CN(Cc2ccccc2)S(C)(=O)=O)c1 do in these assays?
Kir21 block: -0.48; KCNQ2 block: inactive

How did Cc1ccc(NC(=O)c2cccs2)cc1S(=O)(=O)Nc1cccc(Cl)c1 do in these assays?
Kir21 block: -0.93; KCNQ2 block: inactive

What do the screens show for `Cc1nc2nc(NC(=O)c3ccco3)[nH]n2c(=O)c1C`?
Kir21 block: -0.4; KCNQ2 block: inactive

Results for COc1cccc(NC(=O)CN(c2ccc(C)cc2)S(=O)(=O)c2c(C)nn(C)c2C)c1 ?
Kir21 block: 0.06; KCNQ2 block: inactive

Results for NC(=O)CC(NC(=O)c1ccc(Br)cc1)c1ccc(N2CCN(c3ccccn3)CC2)c([N+](=O)[O-])c1 (stereo not given) ?
Kir21 block: 0.02; KCNQ2 block: inactive

How did C=CCNc1nc(-c2sc(NC(=O)CC)nc2C)cs1 do in these assays?
Kir21 block: -0.06; KCNQ2 block: inactive

How did COc1ccc(NC(=O)CSc2nc(-c3ccncc3)nn2CC(=O)N2CCCC2)cc1 do in these assays?
Kir21 block: 2.2; KCNQ2 block: inactive

Results for Cc1ccc(-c2csc3nnc(SCC(=O)Nc4cccc(C)n4)n23)cc1 ?
Kir21 block: -1.8; KCNQ2 block: inactive

What do the screens show for `Cc1ccc2c(COC(=O)C34CC5CC(CC(C5)C3)C4)cc(=O)oc2c1`?
Kir21 block: -1.1; KCNQ2 block: inactive

Results for CCCc1cc(=O)n2[nH]c(NC(=O)c3ccco3)nc2n1 ?
Kir21 block: 0.1; KCNQ2 block: inactive

What do the screens show for `CC1CC(C)(C)CC2(C1)NC(=O)N(CC(=O)NCC(c1ccco1)N1CCCCC1)C2=O` (stereo not given)?
Kir21 block: 0.28; KCNQ2 block: inactive

Results for C[C@H](C(=O)O)c1n[nH]c(=O)c2ccccc12 ?
Kir21 block: 0.64; KCNQ2 block: inactive

What do the screens show for `CCOc1ccc(S(=O)(=O)Nc2ccc(C(=O)N/N=C(\C)c3ccc(-n4ccnc4)cc3)cc2)cc1`?
Kir21 block: -2.3; KCNQ2 block: inactive

Results for COc1cc(Cl)c(C)cc1NC(=O)CCNC(=O)c1ccco1 ?
Kir21 block: -0.59; KCNQ2 block: inactive

Results for Cc1cc(Br)ccc1NC(=O)CNC(=O)Cn1ncc(Cl)c(Cl)c1=O ?
Kir21 block: 1.4; KCNQ2 block: inactive

What do the screens show for `CCOc1ccc2[nH]c3nc(SCC(=O)NCC4CCCO4)nnc3c2c1` (stereo not given)?
Kir21 block: 1.1; KCNQ2 block: inactive

Results for Cc1ccc2c(c1)nnn2C1CCN(S(=O)(=O)c2ccc(C(=O)NC3CCCC3)cc2)CC1 ?
Kir21 block: -0.33; KCNQ2 block: inactive

How did O=C(c1ccc(=O)[nH]c1)N(Cc1ccco1)C1(C(=O)NC2CCCCC2)CCCCC1 do in these assays?
Kir21 block: 1.5; KCNQ2 block: inactive

What do the screens show for `C=Cc1ncc(OC)c2c1[nH]c1ccccc12`?
Kir21 block: -1.3; KCNQ2 block: inactive

What do the screens show for `Nc1ccc2nc(-c3ccc(-c4nc5ccc(N)cc5[nH]4)cc3)[nH]c2c1`?
Kir21 block: -1.5; KCNQ2 block: inactive

What do the screens show for `CC(=C\c1ccco1)/C=C(\C#N)C(=O)NCCc1c[nH]c2ccccc12`?
Kir21 block: -1.4; KCNQ2 block: inactive

How did Cc1ccc(NC(=O)N2C3CCCC2CC(NC(=O)C(C)(C)C)C3)cc1 (stereo not given) do in these assays?
Kir21 block: 1.6; KCNQ2 block: inactive

Results for COc1ccccc1CNC(=O)C(=O)NCC1OCCN1S(=O)(=O)c1ccc2c(c1)OCCO2 (stereo not given) ?
Kir21 block: -0.1; KCNQ2 block: inactive

Results for CCC1=Nc2cc(C(=O)NCc3cccnc3)ccc2Sc2ccc(C)cc21 ?
Kir21 block: 0.54; KCNQ2 block: inactive

What do the screens show for `COc1ccc(CNC(=O)c2cccc3c2C(=O)N(CC2CCCO2)C3)cc1` (stereo not given)?
Kir21 block: 0.51; KCNQ2 block: inactive

What do the screens show for `CN1CC(=O)N(CC(=O)Nc2ccc(Cl)c(C(F)(F)F)c2)C1=O`?
Kir21 block: 0.25; KCNQ2 block: inactive

Results for O=S(=O)(NC1CCCCCC1)c1ccc(Br)s1 ?
Kir21 block: -2.8; KCNQ2 block: inactive

Results for Cc1ccc(C(=O)COC(=O)c2ccc3c(c2)C(=O)N(c2cccc4ncccc24)C3=O)cc1 ?
Kir21 block: 0.11; KCNQ2 block: inactive

How did CCc1cc(Cl)c(OC)c(C(=O)NC[C@@H]2CCCN2CC)c1O do in these assays?
Kir21 block: -0.17; KCNQ2 block: inactive

Results for COCC(C)NC(=O)c1cccc([N+](=O)[O-])c1 (stereo not given) ?
Kir21 block: 0.14; KCNQ2 block: inactive

How did CCC(=O)c1ccc2c(c1)N(CCCN(C)C)c1ccccc1S2 do in these assays?
Kir21 block: -4.2; KCNQ2 block: inactive

What do the screens show for `CC(Nc1cc(N2CCN(S(C)(=O)=O)CC2)ccc1[N+](=O)[O-])c1ccccc1` (stereo not given)?
Kir21 block: 2.4; KCNQ2 block: inactive

How did Cc1nc(-c2ccc(Cl)cc2)sc1C(=O)NN do in these assays?
Kir21 block: -0.16; KCNQ2 block: inactive

Results for CCC(C)(C)n1nnnc1CN1CCC(c2nc3ccc(C)cc3[nH]2)CC1 ?
Kir21 block: 0.89; KCNQ2 block: inactive

What do the screens show for `CCC(NC(=S)NCc1ccc(F)cc1)c1ccc(C)cc1` (stereo not given)?
Kir21 block: -3.1; KCNQ2 block: inactive

Results for COc1cc(/C=N/n2c(SC)nnc(C(C)(C)C)c2=O)ccc1O ?
Kir21 block: -3.3; KCNQ2 block: inactive

Results for CS(=O)(=O)c1nc(S(=O)(=O)c2ccc(Cl)cc2)c(N2CCC(O)CC2)s1 ?
Kir21 block: 2.1; KCNQ2 block: inactive

Results for O=C(NCc1ccc2c(c1)OCO2)C1CC(=O)N(CCc2ccc(Cl)cc2)C1 (stereo not given) ?
Kir21 block: 0.27; KCNQ2 block: inactive

What do the screens show for `COc1ccc(NC(=O)Cc2c(C)n(C(=O)c3ccc(Cl)cc3)c3ccc(OC)cc23)cc1`?
Kir21 block: -1.7; KCNQ2 block: inactive

Results for CC(=O)c1ccc(N=Nc2ccc(N(C)C)cc2)cc1 ?
Kir21 block: -0.61; KCNQ2 block: inactive

Results for CN1CCCN(S(=O)(=O)c2ccc3c(c2)OCCO3)CC1 ?
Kir21 block: -0.07; KCNQ2 block: inactive

What do the screens show for `CCN(CC)CCCN1C=C2C(=O)C(C)(OC(=O)C3CCCC3)C(=O)C(c3ccccc3)=C2C=C1CCCC(=O)OC` (stereo not given)?
Kir21 block: -0.01; KCNQ2 block: inactive

What do the screens show for `Cc1nc2ccccc2c2c1C(=O)N(CCC1=CCCCC1)C2=O`?
Kir21 block: 0.73; KCNQ2 block: inactive

How did Cc1cc(C(=O)NNC(=O)c2cccc(N(C)C)c2)c(C)o1 do in these assays?
Kir21 block: -1.3; KCNQ2 block: inactive

Results for CCCCOc1ccc(C(C)(O)CCN2CCOCC2)cc1 (stereo not given) ?
Kir21 block: -0.37; KCNQ2 block: inactive

How did CC[C@@]12C(=O)N(c3cccc(F)c3)C(=O)N1[C@H](c1ccc(Br)cc1)[C@@H]1C(=O)N(C(C)(C)C)C(=O)[C@@H]12 do in these assays?
Kir21 block: -0.7; KCNQ2 block: inactive

Structural class, the compounds so far with a nitro group on carbon
How did CC(=O)NC(c1ccc(C)cc1)c1cc([N+](=O)[O-])c2cccnc2c1O (stereo not given) do in these assays?
Kir21 block: 0.02; KCNQ2 block: inactive

What do the screens show for `O=C(O)C1CCN(c2ccccc2[N+](=O)[O-])CC1`?
Kir21 block: 1.1; KCNQ2 block: inactive

Results for O=[N+]([O-])c1ccc(O)c(C=Nc2ccc3c(c2)OCCO3)c1 ?
Kir21 block: 1; KCNQ2 block: inactive

What do the screens show for `Cc1c([N+](=O)[O-])c(N)nn1C`?
Kir21 block: 1.1; KCNQ2 block: inactive

How did O=C(NCCCN1CCOCC1)c1ccc(Sc2ccc(Br)cc2)c([N+](=O)[O-])c1 do in these assays?
Kir21 block: -0.9; KCNQ2 block: inactive

How did N/C(=N\OC(=O)c1cccs1)c1cccc([N+](=O)[O-])c1 do in these assays?
Kir21 block: -0.69; KCNQ2 block: inactive

Results for NC(=O)CC(NC(=O)c1ccc(Br)cc1)c1ccc(N2CCN(c3ccccn3)CC2)c([N+](=O)[O-])c1 (stereo not given) ?
Kir21 block: 0.02; KCNQ2 block: inactive

Results for COCC(C)NC(=O)c1cccc([N+](=O)[O-])c1 (stereo not given) ?
Kir21 block: 0.14; KCNQ2 block: inactive

What do the screens show for `CC(Nc1cc(N2CCN(S(C)(=O)=O)CC2)ccc1[N+](=O)[O-])c1ccccc1` (stereo not given)?
Kir21 block: 2.4; KCNQ2 block: inactive
